miR122 inh – miR-122 inhibition in Huh7 cells | Huh7 miR-122 Renilla luciferase sensor, 48 h; neutral wells = 0, positive control = 100 | activation (reporter increase), % at 12.5 µM | 0.3% of 340,000 active | AID 602342;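 active = mean replicate activation score at least 90 and every replicate individually at or above 90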;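 also: higher luciferase means less miR-122 activity so hits act as miR-122 inhibitors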
PglD DTNB – PglD (C. jejuni) enzyme inhibition | purified PglD enzyme, DTNB colorimetric CoA detection | inhibition, % at 12.5 µM | 0.098% of 360,000 active | AID 602405; in the data active = inhibition above about 16%, passing the limit was not always enough; also: strong numbers were not always called active
FN deposit inh – fibronectin deposition inhibition. AH1F fibroblasts, Alexa488-fibronectin deposition fluorescence, overnight. inhibition, % at 12.6 µM. 0.086% of 350,000 active;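 active = mean inhibition across replicates of 30% or more, regardless of how many single replicates reach that level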;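 also: positive control wells lacked labelled fibronectin entirely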
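Test system: AH1F fibroblast monolayer depositing Alexa488-labelled fibronectin into matrix. Input: 10000 cells per well. Technique: fluorescence, ex 485 nm, em 525 nm. Buffer or medium: DMEM plus 2% serum, read in PBS. Timing: 1 h cell adhesion before compound, then overnight fibronectin incubation. Compound: single dose, pinned. Read-out basis: inhibition from reduced deposited-fibronectin fluorescence.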
CFTR F508del cor – correctors of CFTR F508del function in bronchial epithelial cells; activity (quench increase), % at 7.58 µM; CFBE cells, YFP halide quenching; stimulated with forskolin plus potentiator P3; % fluorescence drop versus neutral controls; AID 720511; 0.36% of 350,000 active;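 active = mean added fluorescence quench of at least 8% versus neutral control, with both replicates also reaching 8%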;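 also: cells transiently co-express mutant CFTR-F508del with the halide-sensitive YFP; corrector assay measuring rescue of mutant channel to the surface after 24 h compound exposure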
C2C12 statin – protects C2C12 myotubes from simvastatin toxicity. ATP luminescence, 48 h; scaled: DMSO 0, geranylgeraniol control 100. rescue of ATP level, % at 7.49 µM. 0.78% of 330,000 active. AID 602340;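 active = mean ATP rescue above about 67%, or every replicate alone reaching that limit, limit read from the data, passing the limit was not always enough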;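 also: myotubes were challenged with 10 µM simvastatin during compound exposure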
Cneo AK release – Cryptococcus neoformans lysis via adenylate kinase release | 0.2% of 360,000 active | C. neoformans lysis, adenylate kinase release luminescence, 4 h; normalised: neutral wells 0, clomiphene wells 100 | lysis activity, % at 15 µM;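 active = mean lysis activity across replicates of at least 80%, whatever share of replicates individually reach that level; inactive = mean lysis activity below 80%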
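Test system: log-phase Cryptococcus neoformans yeast cells. Input: 5 × 10^6 yeast cells/mL. Medium: fresh YPD growth medium. Doses: single dose. Incubation: static 4 h at 37 °C with compound, 1 h detection. Measured by: luminescent adenylate kinase detection reagent. Read-out: signal increase indicating cell lysis. Benchmarks: Clomiphene.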
PGC1a acetyl inh – modulators of PGC1a acetylation; U2OS PGC1a acetylation, AlphaScreen anti-acetyl-lysine; with virally co-expressed GCN5 acetyltransferase; 0.17% of 350,000 active; inhibition, % at 15.6 µM;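 active = every replicate shows inhibition of at least 40%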;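 also: 0% = neutral control wells and 100% = positive control wells; some results beyond the cut were filed as inactive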
INS-1E GSIS act – primary screen for activators of insulin secretion dependent on glucose, INS-1E cells, GLuc reporter luminescence. INS-1E GLuc reporter insulin secretion, 2-3 h. activation, % at 16.6 µM. 0.61% of 370,000 active;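 active = lowest replicate activation of at least 40%, so every replicate reaches that level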;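 also: 0% = median of neutral control wells and 100% = median of IBMX positive control wells; some compounds called inactive have numbers as strong as hits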
* = called active by the depositor; [ ] = dose if it differs, or a comment. No enrichment for hits; any-hit rate near 2.1%.

What do the screens show for `O=C(NNc1c([N+](=O)[O-])cc(C(F)(F)F)cc1[N+](=O)[O-])c1ccco1`?
PglD DTNB: 0; CFTR F508del cor: 2.3; C2C12 statin: -105; Cneo AK release: -1; INS-1E GSIS act: -19

What do the screens show for `CC(C)CC1NC(=O)N(CC(=O)NC2CCCCC2)C1=O` (stereo not drawn)?
miR122 inh: -1; PglD DTNB: -4; FN deposit inh: -4; CFTR F508del cor: 0.3; C2C12 statin: 9; Cneo AK release: 2; INS-1E GSIS act: 16

What do the screens show for `O=C(N/N=C/c1cc([N+](=O)[O-])c(N2CCOCC2)cc1N1CCOCC1)c1cccnc1`?
FN deposit inh: 2; CFTR F508del cor: 1.9; PGC1a acetyl inh: -4; INS-1E GSIS act: 15

What do the screens show for `O=C(NNC(=O)c1ccc(S(=O)(=O)N2CCOCC2)cc1)c1ccccc1`?
miR122 inh: 3; PglD DTNB: 6; FN deposit inh: -1; CFTR F508del cor: -0.7; C2C12 statin: 18; Cneo AK release: -1; INS-1E GSIS act: 18

How did O=C(C[C@H]1C[C@H]2c3cc(NC(=O)CC4CC4)ccc3O[C@H]2[C@H](CO)O1)NCc1ccc(Cl)cc1 do in these assays?
miR122 inh: 4[16.7 µM]; PglD DTNB: 2; FN deposit inh: -21; CFTR F508del cor: -0.7; C2C12 statin: -3; Cneo AK release: -2; PGC1a acetyl inh: -9; INS-1E GSIS act: 0

How did CCCNC(=O)N(C)C[C@H]1Oc2ncc(C#CCc3ccccc3)cc2C(=O)N([C@@H](C)CO)C[C@@H]1C do in these assays?
miR122 inh: 2[16.7 µM]; PglD DTNB: 4; CFTR F508del cor: 1.9; C2C12 statin: -29; Cneo AK release: 4; PGC1a acetyl inh: 1; INS-1E GSIS act: -12

What do the screens show for `O=C(c1cccc(S(=O)(=O)N2CCc3ccccc32)c1)N1CCOCC1`?
miR122 inh: 5; PglD DTNB: 0; FN deposit inh: -5; CFTR F508del cor: -0.7; C2C12 statin: 5; Cneo AK release: 0; PGC1a acetyl inh: -5; INS-1E GSIS act: 11

Results for CCOC(=O)C1(CC)CC(CSc2nc3ccccc3[nH]2)OC1=O (stereo not drawn) ?
miR122 inh: 0; PglD DTNB: 8; C2C12 statin: 9; Cneo AK release: -6; PGC1a acetyl inh: 8; INS-1E GSIS act: 5

Results for Cc1ccc(Cc2c(-c3ccc(C)cc3)nc3ccc(Cl)cn23)cc1 ?
miR122 inh: 3; PglD DTNB: 0; FN deposit inh: -8; CFTR F508del cor: 1.7; C2C12 statin: 43; Cneo AK release: -1; INS-1E GSIS act: 0

How did CCc1noc(C)c1C(=O)NNC(=O)c1cc(OC)c(OC)c(OC)c1 do in these assays?
FN deposit inh: -11; CFTR F508del cor: 0.3; C2C12 statin: -7; INS-1E GSIS act: -18

2 compounds drawn at random from the list so far:
What do the screens show for `O=C(c1cccc(S(=O)(=O)N2CCc3ccccc32)c1)N1CCOCC1`?
miR122 inh: 5; PglD DTNB: 0; FN deposit inh: -5; CFTR F508del cor: -0.7; C2C12 statin: 5; Cneo AK release: 0; PGC1a acetyl inh: -5; INS-1E GSIS act: 11

Results for CCOC(=O)C1(CC)CC(CSc2nc3ccccc3[nH]2)OC1=O (stereo not drawn) ?
miR122 inh: 0; PglD DTNB: 8; C2C12 statin: 9; Cneo AK release: -6; PGC1a acetyl inh: 8; INS-1E GSIS act: 5

(next part)
Results for COc1cc([N+](=O)[O-])ccc1-c1ccc(C(=O)Nc2ccc(NC(C)=O)cc2)o1 ?
miR122 inh: -2; PglD DTNB: -3; FN deposit inh: 1; CFTR F508del cor: -0.8; Cneo AK release: -2; INS-1E GSIS act: -12

Results for COC(=O)N1CCc2c(sc(NC(=O)C3COc4ccccc4O3)c2C(N)=O)C1 (stereo not drawn) ?
miR122 inh: 0; PglD DTNB: -1; FN deposit inh: -2; CFTR F508del cor: 2.9; C2C12 statin: 0; Cneo AK release: -5; INS-1E GSIS act: -18

What do the screens show for `OC1CC(c2ccco2)NC2(CCCCC2)C1` (stereo not drawn)?
miR122 inh: -3; PglD DTNB: -5; C2C12 statin: 1; Cneo AK release: 0; PGC1a acetyl inh: -9

What do the screens show for `Cc1ccc(S(=O)(=O)c2ccsc2NC(=O)c2ccccc2)cc1`?
miR122 inh: -6; FN deposit inh: 9; CFTR F508del cor: 1.0; PGC1a acetyl inh: 3; INS-1E GSIS act: 1

Results for COCCNc1nc(Oc2ccc(CC(=O)OC)cc2)c2sc(-c3ccccc3)cc2n1 ?
PglD DTNB: -4; FN deposit inh: 5; CFTR F508del cor: 1.0; Cneo AK release: 2; INS-1E GSIS act: 8

Results for O=C(C[C@H]1C[C@@H]2c3cc(NS(=O)(=O)c4ccc(F)cc4)ccc3O[C@@H]2[C@@H](CO)O1)N1CCCCC1 ?
miR122 inh: 2[16.7 µM]; PglD DTNB: -1; CFTR F508del cor: -2.2; C2C12 statin: -1; Cneo AK release: 4; PGC1a acetyl inh: -11; INS-1E GSIS act: -3

Results for COc1ccccc1NC(=O)c1ccc2nc(C)c(C)nc2c1 ?
PglD DTNB: -6; CFTR F508del cor: 0.7; C2C12 statin: -11; Cneo AK release: 1; INS-1E GSIS act: -4

Results for O=C(c1ccc(Cl)c(S(=O)(=O)N2CCCC2)c1)N1CCN(c2ccccc2F)CC1 ?
FN deposit inh: 4; CFTR F508del cor: 0.9; PGC1a acetyl inh: -2; INS-1E GSIS act: -11

What do the screens show for `Cc1ccc(S(=O)(=O)N[C@@H]2CC[C@@H](CC(=O)NCCCN(C)C)O[C@@H]2CO)cc1`?
PglD DTNB: 0; CFTR F508del cor: 1.5; C2C12 statin: 3; Cneo AK release: 0; PGC1a acetyl inh: -1; INS-1E GSIS act: 8

Results for O=C(O)Cc1cn(-c2ccccc2)nc1-c1ccccc1 ?
miR122 inh: 0; PglD DTNB: 3; FN deposit inh: -2; CFTR F508del cor: -0.1; C2C12 statin: 19; Cneo AK release: -1; PGC1a acetyl inh: 4; INS-1E GSIS act: 6

What do the screens show for `CNC(=O)c1[nH]cnc1C(=O)Nc1ccccc1OC`?
miR122 inh: 0; PglD DTNB: -4; C2C12 statin: 18; Cneo AK release: -3; PGC1a acetyl inh: -10; INS-1E GSIS act: 5

What do the screens show for `CN(C)CCCNC(=O)C[C@H]1CC[C@H](NS(=O)(=O)c2ccccc2)[C@H](CO)O1`?
PglD DTNB: -1; FN deposit inh: 1; CFTR F508del cor: -1.8; C2C12 statin: -2; Cneo AK release: -4; PGC1a acetyl inh: 5; INS-1E GSIS act: 0

What do the screens show for `CC(=O)NNC(=O)N1Cc2ccccc2Oc2ccc(Cl)cc21`?
miR122 inh: -3; PglD DTNB: -5; FN deposit inh: 14; CFTR F508del cor: 4.5; C2C12 statin: 10; Cneo AK release: 0; PGC1a acetyl inh: 7; INS-1E GSIS act: 4

What do the screens show for `O=C(Nc1ccccc1)N1CCCCN2[C@@H](CO)[C@@H](c3ccc(-c4ccncc4)cc3)[C@@H]2C1`?
miR122 inh: 9[16.7 µM]; PglD DTNB: -1; CFTR F508del cor: -6.4; C2C12 statin: -67; Cneo AK release: -5; PGC1a acetyl inh: 2; INS-1E GSIS act: -7

What do the screens show for `COCCNC(=O)C(NC(=O)C1CCC(C)CC1)C(C)C` (stereo not drawn)?
miR122 inh: -1; PglD DTNB: 0; FN deposit inh: -9; CFTR F508del cor: 1.9; C2C12 statin: -1; Cneo AK release: -2; PGC1a acetyl inh: 7; INS-1E GSIS act: 8

How did C[C@@H]1CCCCO[C@@H](CN(C)S(C)(=O)=O)[C@H](C)CN([C@@H](C)CO)C(=O)c2cc(NC(=O)Nc3cccc4ccccc34)ccc2O1 do in these assays?
miR122 inh: 7[16.7 µM]; PglD DTNB: -1; CFTR F508del cor: -1.8; Cneo AK release: -2; PGC1a acetyl inh: 5; INS-1E GSIS act: 1

What do the screens show for `Cc1nc(NC(=O)c2cnccn2)ccc1Br`?
miR122 inh: 43; PglD DTNB: 1; FN deposit inh: -6; CFTR F508del cor: -4.3; C2C12 statin: -17; Cneo AK release: 8; PGC1a acetyl inh: -6; INS-1E GSIS act: 19

What do the screens show for `CCNC(=O)C[C@H]1C=C[C@@H](NC(=O)NC2CCCCC2)[C@H](CO)O1`?
PglD DTNB: -6; FN deposit inh: -9; CFTR F508del cor: -0.4; C2C12 statin: -1; Cneo AK release: 3; PGC1a acetyl inh: 21; INS-1E GSIS act: -11

Results for CN(C(=O)COC(=O)c1c[nH]c2ccccc12)c1ccccc1 ?
miR122 inh: 0; FN deposit inh: -8; CFTR F508del cor: 2.2; C2C12 statin: 1; Cneo AK release: 4; PGC1a acetyl inh: -9; INS-1E GSIS act: -2

Results for Cc1ccc(SCc2cc(=O)[nH]c(N3CCN(C)CC3)n2)cc1 ?
miR122 inh: -1; PglD DTNB: -8; C2C12 statin: 10; Cneo AK release: 1; PGC1a acetyl inh: 5

Entries above containing a furan ring, fused or not (three):
What do the screens show for `O=C(NNc1c([N+](=O)[O-])cc(C(F)(F)F)cc1[N+](=O)[O-])c1ccco1`?
PglD DTNB: 0; CFTR F508del cor: 2.3; C2C12 statin: -105; Cneo AK release: -1; INS-1E GSIS act: -19

Results for COc1cc([N+](=O)[O-])ccc1-c1ccc(C(=O)Nc2ccc(NC(C)=O)cc2)o1 ?
miR122 inh: -2; PglD DTNB: -3; FN deposit inh: 1; CFTR F508del cor: -0.8; Cneo AK release: -2; INS-1E GSIS act: -12

What do the screens show for `OC1CC(c2ccco2)NC2(CCCCC2)C1` (stereo not drawn)?
miR122 inh: -3; PglD DTNB: -5; C2C12 statin: 1; Cneo AK release: 0; PGC1a acetyl inh: -9

Next section
Results for OC[C@H]1[C@H]2c3ccccc3NC[C@H]2N1CC1CCOCC1 ?
miR122 inh: 0[16.7 µM]; PglD DTNB: 6; FN deposit inh: 2; CFTR F508del cor: 1.4; C2C12 statin: 20; Cneo AK release: 7; PGC1a acetyl inh: -1; INS-1E GSIS act: 0

Results for CN(CC(=O)Nc1cccc(F)c1)C(=O)c1ccc(OCc2cn3ccccc3n2)cc1 ?
PglD DTNB: 1; FN deposit inh: -3; CFTR F508del cor: 0.9; C2C12 statin: -3; Cneo AK release: -5; INS-1E GSIS act: -8

What do the screens show for `CC1CCC(NC(=O)c2ccc(CS(=O)(=O)Cc3ccccc3F)o2)CC1` (stereo not drawn)?
miR122 inh: 1; PglD DTNB: -9; C2C12 statin: -10; Cneo AK release: -9; PGC1a acetyl inh: 3

How did CCCCn1c(N)c(N(CC)C(=O)c2cc3c(s2)CCCCC3)c(=O)[nH]c1=O do in these assays?
miR122 inh: -2; PglD DTNB: -4; FN deposit inh: 11; CFTR F508del cor: -3.0; C2C12 statin: 11; Cneo AK release: 1; PGC1a acetyl inh: 7; INS-1E GSIS act: -2

What do the screens show for `Nc1c(C(=O)NC2CCCC2)c2nc3ccccc3nc2n1N`?
miR122 inh: -5; PglD DTNB: -1; C2C12 statin: 8; Cneo AK release: 2; PGC1a acetyl inh: -9; INS-1E GSIS act: 22

How did COCCNC(=O)COc1ccc(C)c(C)c1 do in these assays?
miR122 inh: -3; PglD DTNB: 2; C2C12 statin: -15; Cneo AK release: 1; PGC1a acetyl inh: -8; INS-1E GSIS act: 10

What do the screens show for `CC(C)NC(=O)N[C@@H]1CC[C@H](CCNS(=O)(=O)c2ccc(F)cc2)O[C@H]1CO`?
PglD DTNB: -2; CFTR F508del cor: 3.9; C2C12 statin: 0; Cneo AK release: -1; PGC1a acetyl inh: 5; INS-1E GSIS act: 15

Source: PubChem BioAssay (Broad Institute)
